SDO1 yeast rescue = compounds rescuing growth of sdo1-depleted yeast, bone marrow failure model; S. cerevisiae sdo1-depleted JHY4D growth rescue, OD600 30 h; hits give high values; pdr5 snq2 efflux-pump mutant strain; 0.21% of 140,000 active; z-score at 10 µM;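 active means z-score above 3 at both the 24 hr and the 30 hr optical density reads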;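 further: z-score against mean and SD of all compound wells on the same plate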
Insulin prom inh = TRM-6 insulin promoter activity inhibition; TRM-6 cells (human fetal islet line), insulin promoter-eGFP reporter, imaging; reporter expression induced with tamoxifen; inhibition, % at 2 µM; 0.9% of 130,000 active;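 active means inhibition above the mean plus 3 SD, with well images judged a real hit on visual review, cut at about 60% in these data, passing the limit was not always enough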
SDO1 yeast rescue Rescue 24 h = recorded beside SDO1 yeast rescue, whose call it bears; z-score; S. cerevisiae sdo1-depleted JHY4D growth rescue, OD600; measured here: growth rescue at 24 h;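 0 is the plate mean of compound wells and units are plate SD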
The depositor's hits bear a star; / = no result given.

SMILES	SDO1 yeast rescue	SDO1 yeast rescue Rescue 24 h	Insulin prom inh
CCCC(=O)Nc1sc2c(c1C(=O)OC)C(C(=O)OC)CC2 (stereo unspecified)	0.34	-0.01	34.9
CC(C)NC(=O)c1cc2cc(Br)ccc2oc1=O	-0.2	0.09	-128.6
O=C(CSc1nnc(Cn2nnc(-c3ccccc3)n2)n1-c1ccccc1)Nc1ccc(F)cc1	-1.55	0.25	-15.8
Nc1ccc(N2CCN(c3ccc(F)cc3)CC2)cc1	/	/	-47.1
COCCCNC(=O)Nc1ccc(Br)cc1Cl	1.75	1.77	65.5
COc1ccc2o/c(=N/NC(=S)Nc3ccccc3)c(C(N)=O)cc2c1	0.13	1.8	/
Cc1nc(Nc2cccc(C(F)(F)F)c2)nc2c1C(=O)CC(C)C2 (stereo unspecified)	-0.28	-0.45	27.8
CCCC(C)c1nnc(NC(=O)c2cc(C(=O)OC)cc([N+](=O)[O-])c2)s1 (stereo unspecified)	-1.1	-1.32	6.7
O=C(COC(=O)c1c2c(nc3ccccc13)/C(=C\c1cccs1)CCC2)Nc1ccccc1	-1.09	-0.27	-13.3
C=CCC1c2cccc(C(=O)O)c2C(=O)N1c1ccc(Cl)cc1 (stereo unspecified)	-0.44	-0.31	28.6
CC(=O)c1ccc(NC(=O)C(C)Sc2nnnn2C)cc1 (stereo unspecified)	0.12	-0.91	/
CC(C)OCCCNC(=O)C1CCN(S(=O)(=O)N2CCCCC2)CC1	1.01	-0.04	-53.9
COc1ccc(-n2c(Cc3cccn3C)nnc2SCC(=O)Nc2ccccc2)cc1	-0.21	3.09	/
COc1ccc(OC)c(-n2c(O)cnc2Nc2nc(C)cc(C)n2)c1	-0.53	-0.56	0.0
Cc1ccc(NC(=O)CN2CCN(c3ccccn3)CC2)c(Cl)c1	-0.89	-0.6	5.4
C=C(C)COc1ccc(-c2ncncc2Oc2ccc(OC)cc2)c(O)c1	-1.08	-0.28	7.1
O=S(=O)(/N=C(\c1ccccc1F)N1CCCCC1)c1ccccc1	-1.03	-1.37	50.0
CCC(=NCc1ccccc1)c1c(C(F)(F)F)[nH]n(-c2nc3ccccc3s2)c1=O	-1.53	-1.01	20.6
Cc1nc(SCC(=O)Nc2ccc3c(c2)OCCO3)c2oc3ccccc3c2n1	-1.61	-0.09	-45.7
O=C1CCC(N2C(=O)c3ccccc3C2=O)C(=O)N1 (stereo unspecified)	/	/	-26.7
CCc1cccc(CC)c1NC(=O)COC(=O)/C(C#N)=C/c1ccc(OC)cc1	0.2	0.21	5.4
Cc1[nH]c(=O)[nH]c(=O)c1Cc1cccc2ccccc12	/	/	14.3
CC(=O)NCC(=O)NC1(C(=O)NC2CCCC2)CCCCC1	-0.16	-0.58	/
COCC(C)NC(C(=O)Nc1ccc(C)c(Cl)c1)c1ccccc1 (stereo unspecified)	-1.37	-0.26	4.3
Cc1ccc(N2C(N)=C(C#N)C(c3cccs3)C3=C2CC(C)(C)CC3=O)cc1 (stereo unspecified)	-1.45	-1.4	-3.5
Cc1cccc(N(C(=O)Cn2nnc3ccccc32)C(C(=O)NC(C)(C)C)c2ccsc2)c1 (stereo unspecified)	-0.67	-0.76	-7.1
Cc1ccc(NCCC(=O)c2ccc(Cl)cc2)cc1C	-0.76	-0.73	-13.8
Oc1oc(-c2ccccc2)nc1C=Nc1ccccc1	0.02	0.2	-15.8
O=C(c1ccco1)N1CCC(c2nc(-c3ccccc3Cl)no2)CC1	-0.2	-0.39	50.0
CCCC(=O)Nc1ccc(N2CCOCC2)cc1	0.76	0.73	-29.0
CCOC(=O)C1=C(N)OC2=C(C(=O)CC(C)(C)C2)C1c1cccs1 (stereo unspecified)	-0.89	-0.85	31.6
CCC(=O)Nc1ccc(NC(=O)c2ccccn2)cn1	-0.68	-0.7	3.1
COCCCn1c(C)nc2c(c1=O)c1nc3ccccc3nc1n2CCc1ccccc1	-1.05	-0.6	7.7
Cc1ccc2nc(NCCCO)nc(-c3ccccc3)c2c1	-0.58	0.4	-8.5
CCOC(=O)c1c(C)c(C(=O)NCc2cccnc2)c(C)n1CC	1.85	1.55	9.4
Cc1c([N+](=O)[O-])cc(C(=O)Nc2ccc(Cc3ccncc3)cc2)cc1[N+](=O)[O-]	-1.31	-0.73	34.6

Quoted at random: 2 entries already listed
SMILES	SDO1 yeast rescue	SDO1 yeast rescue Rescue 24 h	Insulin prom inh
Cc1c([N+](=O)[O-])cc(C(=O)Nc2ccc(Cc3ccncc3)cc2)cc1[N+](=O)[O-]	-1.31	-0.73	34.6
Oc1oc(-c2ccccc2)nc1C=Nc1ccccc1	0.02	0.2	-15.8

Further entries follow:
SMILES	SDO1 yeast rescue	SDO1 yeast rescue Rescue 24 h	Insulin prom inh
Cc1ccc(Oc2ccc(-c3nc(N)nc(N)n3)cc2)cc1	-1.09	-1.14	-59.1
O=C(CN1C(=O)CSC1=O)NC1CCCCC1	0.24	-0.23	-276.2
CCOC(=O)C1=C2c3ccc4ccccc4c3CC(C)(C)N2C(=O)C1=O	-0.34	-0.33	20.0
CC1=C(C(=O)OCc2ccccc2)C(c2ccc(C(F)(F)F)cc2)NC(=O)N1CCCCCC(=O)O (stereo unspecified)	-0.6	-0.99	-61.9
CCC(C)NC(=O)C1CCC(=O)N1Cc1ccc(C)cc1 (stereo unspecified)	0.78	1.03	20.0
O=c1oc2c(CN3CCOCC3)c(O)c(Cl)cc2c2c1CCCC2	-0.56	-1.27	/
Cc1c(NS(=O)(=O)c2cccc(C(=O)NCc3ccccc3)c2)c(=O)n(-c2ccccc2)n1C	-0.63	-1.31	-23.3
CCCCNC(=O)C1CCN(c2nc(OC)nc(OC)n2)CC1	0.59	0.36	-20.0
CC(NC(=O)COc1cccc(Br)c1)C(=O)O (stereo unspecified)	-0.18	-0.8	/
O=C(O)c1cc(Cl)c(Cl)cc1C(=O)N1CCOCC1	0.41	0.3	-30.4
COc1ccc(CCNC(=O)COc2ccc(-c3ccc(C#N)cc3)cc2)cc1	-0.35	0.39	/
COc1ccccc1NC(=O)C1=C(C)NC(SCC(=O)c2ccc(C)cc2)=C(C#N)C1c1ccco1 (stereo unspecified)	0.29	-0.15	16.1
CN1CCN(c2ccc([N+](=O)[O-])cc2/C=N/NC(=O)c2cccc([N+](=O)[O-])c2)CC1	0.2	0.03	10.3
COc1ccccc1Nc1nc(N)nc(CN2CCCCC2)n1	/	/	-83.3
COc1ccccc1N1CCN(CC(=O)Nc2cccc(F)c2)CC1	-0.81	-0.88	/
Cc1nc(C(=O)N(C)C)nn1-c1cc(Cl)ccc1Cl	1.16	0.38	-11.1
CCOC(=O)NN1C(=O)c2ccccc2NC1c1ccccc1 (stereo unspecified)	1.84	2.19	-36.4
CC(C)OC(=O)CSc1nnc(CNc2ccc(Cl)cc2)n1Cc1ccccc1	-1.28	-0.84	68.2
Cc1cc(NC(=O)COC(=O)C2CCN(C(=O)c3ccc(Cl)cc3)CC2)no1	2.11	2.66	/
Cc1ccc(NC(=O)COc2ccc(Br)cc2CO)cc1	-1.33	-0.72	20.0
COC(=O)c1cccc(COC(=O)c2ccc(CS(=O)(=O)c3ccc(C)cc3)cc2)c1	-0.29	0.85	-32.4
N#C/C(=C\c1c(N2CCC(C(N)=O)CC2)nc2ccccn2c1=O)S(=O)(=O)c1ccccc1	-0.11	0.29	/
CCSc1ncc(/C=N/Nc2ccc(Cl)cc2)n1C	-2.1	-1.26	11.8
COc1cc2c(cc1NC(=O)C(C)OC(=O)C1CC(=O)N(Cc3ccco3)C1)oc1ccccc12 (stereo unspecified)	-0.57	-0.26	14.3
O=C(CC1Oc2ccccc2NC1=O)NCCCN1CCOCC1 (stereo unspecified)	0.61	0.67	/
CCn1c(SCC(=O)NC(=O)NCc2ccco2)nnc1-c1cccs1	0.6	-0.48	-9.3
CC(C)N1C(=O)CSC1c1ccc(Br)cc1 (stereo unspecified)	/	/	10.0
CCOC(=O)c1ccccc1NC(=O)CSc1nnc(Cc2cccn2C)n1-c1ccc(F)cc1	-0.11	0.24	/
CC(C)(C)OC(=O)NC1CONC1=O (stereo unspecified)	-0.29	-1	-8.3
CCOCCCNC(=O)COc1ccc(OC)cc1	1.09	1.48	31.5
CCCCn1c(SCC(=O)Nc2cc(C(F)(F)F)ccc2Cl)nnc1C(CC)N(C)C (stereo unspecified)	0.33	1.01	-56.8
O=C(N/N=C/c1ccc(-c2ccccc2Cl)o1)c1ccccc1	/	/	5.6
O=C(Nc1ccc2nc(-c3cccs3)[nH]c2c1)c1cccs1	0.15	-0.23	66.7
CC1=[N+]([O-])C(C)(C)CC(C)(C)c2ccccc21	0.59	-0.38	/
COc1cccc(Cn2cc(N)cn2)c1	/	/	-18.5
O=C1c2ccccc2C(=O)N1CN(C(=O)COc1ccccc1)c1ccc(F)cc1	0.16	0.18	/
CCCCOC1CC(c2ccc(OCc3ccc(OC)cc3)c(OC)c2)N(C)O1 (stereo unspecified)	/	/	45.5
Cc1noc(C)c1COC(=O)c1cc(C)n(-c2ccccc2)c1C	-0.33	-0.54	/
Cc1ccc(OC(C)C)c(CN(CCO)CCO)c1	0.77	1.43	11.1
COc1ccc(/C=N/NC(=O)CC(=O)NCc2cccnc2)cc1	1.31	0.77	0.0
COc1ccc(-c2c(C)n([O-])c(C)c(-c3ccccc3)[n+]2=O)cc1OC	1.06	0.86	-16.2
O=C(CN1CCN(Cc2ccc(Cl)cc2)C1=O)NCc1cccs1	/	/	-6.7
CCOC(=O)N1CCN(C(=S)Nc2cccc(C)c2)CC1	0.74	0.08	41.4
O=C(NCc1ccc(Cl)cc1Cl)c1ccccn1	-1.9	-1.94	/
Cn1c(SCC(=O)c2ccc3c(c2)Cc2ccccc2-3)nnc1-c1cccc(N)c1	-0.29	-0.12	40.7
CN1CCc2cccc3c2[C@@H]1Cc1ccc(O)c(O)c1-3	0.07	0.43	-14.3
CSc1nnc2n(C)c3c(c(=O)n12)C1(CCCC1)Cc1ccccc1-3	-0.54	0.67	/
COc1cc2cc(C(c3nnnn3C3CCCCC3)N(C)C3CCCCC3)c(=O)[nH]c2cc1OC (stereo unspecified)	-0.33	-0.3	/

Six successive entries already listed, for reference:
SMILES	SDO1 yeast rescue	SDO1 yeast rescue Rescue 24 h	Insulin prom inh
CCCC(=O)Nc1sc2c(c1C(=O)OC)C(C(=O)OC)CC2 (stereo unspecified)	0.34	-0.01	34.9
CC(C)NC(=O)c1cc2cc(Br)ccc2oc1=O	-0.2	0.09	-128.6
O=C(CSc1nnc(Cn2nnc(-c3ccccc3)n2)n1-c1ccccc1)Nc1ccc(F)cc1	-1.55	0.25	-15.8
Nc1ccc(N2CCN(c3ccc(F)cc3)CC2)cc1	/	/	-47.1
COCCCNC(=O)Nc1ccc(Br)cc1Cl	1.75	1.77	65.5
COc1ccc2o/c(=N/NC(=S)Nc3ccccc3)c(C(N)=O)cc2c1	0.13	1.8	/

(list continues)
SMILES	SDO1 yeast rescue	SDO1 yeast rescue Rescue 24 h	Insulin prom inh
NCCCNC(=O)c1ccc(/C=N/O)nc1	/	/	11.8
CCOc1ccc(Cc2c(Cl)nc(SC)nc2OC)cc1	-0.19	-0.12	-46.7
CN(C(=O)C1CCOC1)c1nnc(-c2cnccn2)s1 (stereo unspecified)	2.28	1.87	-14.3
Cc1cc(C)n(-c2ccc(Cl)c(C(=O)OCC(N)=O)n2)n1	-0.01	-0.01	17.1
COc1ccc(C(=O)N2CCC(C(=O)Nc3ccc4c(c3)OCO4)CC2)cc1	0.85	0.07	-20.7
Cc1cc(/C=C2\SC(=S)NC2=O)c(C)n1C	-0.15	-0.35	-100.0
COCc1[nH]nc2c1C(c1cc(OC)c(O)c(OC)c1)C(C#N)=C(N)O2 (stereo unspecified)	0.67	0.87	/
CC1CCCC(NS(=O)(=O)c2ccc3c(c2)OCCO3)C1C (stereo unspecified)	-1.88	-0.98	-9.7
Cc1cc(-c2ccccc2)n(-c2ccc(C(=O)N3CCN(c4ncccn4)CC3)cc2)n1	-0.85	-1.2	20.0
COC(=O)c1c(NC(=O)CN2C(=O)C(=O)N(CC(C)C)C2=O)sc2c1CCCCC2	0.25	0.34	/
O=C(Cc1cccs1)N1CCN(S(=O)(=O)c2ccccc2)CC1	0.59	0.23	/
Cc1ccc2c(n1)sc1c(-c3ccccc3)c(C#N)c(N)nc12	-1.74	-1.25	-48.5
COc1ccc(NC(=O)C2C3CCC(C3)C2C(=O)O)cc1OC (stereo unspecified)	-0.23	0.15	-33.3
COc1ccc(NC(=O)c2ccccc2NC(=O)C2CCCO2)cc1 (stereo unspecified)	-0.35	-0.34	-3.5
CN(C)S(=O)(=O)c1ccc(NC(=O)COC(=O)c2n[nH]c3ccccc23)cc1	0.72	0.05	68.6
O=C(CC12CC3CC(CC(C3)C1)C2)Nc1ccccc1N1CCOCC1	/	/	-18.5
O=C(Nc1cccc(Cn2cccn2)c1)c1cc2c(s1)CCCC2	-1.83	-0.91	40.0
COc1ccc(C(=O)c2ccc(Cl)cc2)cc1	1.82	0.77	9.4
CCc1ccc(NC(=O)c2ccc3nc(N)sc3c2)cc1	-1.41	-1.4	3.3
CS(=O)(=O)N(CC(=O)Nc1cccc(F)c1)Cc1ccccc1	-0.27	-0.91	-72.7
O=C(NC1CCCCC1)[C@H](O)[C@@H](O)C(=O)NC1CCCCC1	-0.14	-0.48	54.5
CCCc1nc2n[nH]c(N)c2c2c1COC(C)(C)C2	0.28	1.11	-421.4
CC(C)c1onc(C(=O)Nc2cccc(O)c2)c1[N+](=O)[O-]	/	/	-14.3
CC1(C)Cc2c(sc3nc(SCC(=O)N4CCOCC4)nc(N)c23)CO1	0.66	0.25	/

Complete entries, looked up by structure. Values in the order: SDO1 yeast rescue	SDO1 yeast rescue Rescue 24 h	Insulin prom inh
Listed for `CC(C)c1onc(C(=O)Nc2cccc(O)c2)c1[N+](=O)[O-]` = /	/	-14.3
Listed for `O=C(Nc1cccc(Cn2cccn2)c1)c1cc2c(s1)CCCC2` = -1.83	-0.91	40.0

Bioassay records (PubChem)
